# TLR9-MyD88 inh = inhibitors of TLR9-MyD88 association in cells, primary screen, cell-based, CHO, BLA complementation, fluorescence; AID 504734, 2011; CCF4 FRET ratio; inhibition, % at 4.98 µM; 0.21% of 340,000 active;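 active means inhibition above the mean over all tested compounds plus 3 SD, cut at about 21% in these data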;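 further: 0% = DMSO only wells and 100% = clavulanate BLA inhibitor control wells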
# C8 TRAIL sens = viability loss with TRAIL in NB7+C8 cells, primary screen, TRAIL sensitizer project, cell-based, ATPlite luminescence; inhibition (viability loss, TRAIL sensitization), % at 10 µM; 1% of 360,000 active;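 active means compounds causing at least 50% loss of cell viability in the single-dose screen, relative to plate controls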
# NCOA1 inh = SRC1 coactivator transcriptional activity inhibitors, primary screen, cell-based, luminescence; HEK293 GAL4-SRC1 luciferase reporter; AID 588354, 2011; inhibition, % at 3.6 µM; 0.12% of 360,000 active; Nuclear receptor coactivator 1 (Homo sapiens), Q15788;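 active means inhibition above the campaign mean plus 3 SD, with each screening campaign given its own cutoff, cut at about 60% in these data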;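 further: 0% = DMSO treated cells and 100% = gossypol at 36 µM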
# TWEAK Fn14 block = inhibitors of TWEAK-Fn14 signaling, primary screen, luciferase reporter cells, uHTS; AID 1159606, 2016; TWEAK-stimulated Fn14 reporter cells, luciferase luminescence, 8 h; inhibition, % at 10 µM; 2% of 360,000 active; in the data active means inhibition above about 50%
# LRH-1 inv ag = LRH-1 (NR5A2) inverse agonists, primary screen, cell-based, luminescence, HEK293T, StAR-luciferase reporter. 0.13% of 360,000 active. Nuclear receptor subfamily 5 group A member 2 (Homo sapiens), O00482. inhibition, % at 3.6 µM. LRH-1 transfected, 24 h;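 active means inhibition above the mean inhibition of all tested compounds plus 3 SD, cut at about 73% in these data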;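 further: 0% = DMSO wells and 100% = reporter-only cells lacking LRH-1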
# SRC3 inh = SRC3 coactivator transcriptional activity inhibitors, primary screen, cell-based, luminescence; Nuclear receptor coactivator 3 (Homo sapiens), Q9Y6Q9; HEK293 GAL4-SRC3 luciferase reporter; inhibition, % at 3.6 µM; 0.17% of 360,000 active; AID 588352, 2011;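 active means inhibition above a per-campaign cutoff, the mean of all compounds plus 3 SD, cut at about 60% in these data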;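 further: 0% = DMSO-treated cells and 100% = gossypol-treated cells at 36 µM; higher means less SRC3-driven luciferase light from the GAL4 reporter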
# SRC2 inh = inhibition of GAL4-SRC2 driven luciferase reporter, primary screen, SRC2 inhibitor project, cell-based, luminescence; Nuclear receptor coactivator 2 (Homo sapiens), Q15596; HEK293 GAL4-SRC2 luciferase reporter; inhibition, % at 9 µM; 0.17% of 370,000 active; AID 651957, 2012;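 active means inhibition above the mean inhibition of all tested compounds plus 3 SD, set per campaign, cut at about 52% in these data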;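 further: 0% = DMSO treated cells and 100% = cells given Gossypol at 36 µM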
# TROY signal inh = inhibitors of TROY-driven NF-kB signaling, primary screen, Q293 LMP1-TROYcd cells, NF-kB luciferase, uHTS | Q293 LMP1-TROYcd NF-kB luciferase reporter, 4 h | inhibition, % at 10 µM | 0.98% of 360,000 active | AID 1347056, 2019;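 active means compounds whose plate-normalised and pattern-corrected inhibition of the luciferase reporter signal at the single screening dose is 50% or more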
# NOD2-RIPK2 inh = NOD2-RIPK2 binding disruptors in cells, primary screen, fluorescence, CHO cells, BLA complementation. Receptor-interacting serine/threonine-protein kinase 2 (Homo sapiens), O43353. CCF4 ratio. inhibition, % at 4.98 µM. 0.38% of 360,000 active. AID 624267, 2012; in the data active means inhibition above about 21%;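 further: 0% = vehicle only and 100% = reference blocker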
# Target sequence (O43353 whole entry, looked up): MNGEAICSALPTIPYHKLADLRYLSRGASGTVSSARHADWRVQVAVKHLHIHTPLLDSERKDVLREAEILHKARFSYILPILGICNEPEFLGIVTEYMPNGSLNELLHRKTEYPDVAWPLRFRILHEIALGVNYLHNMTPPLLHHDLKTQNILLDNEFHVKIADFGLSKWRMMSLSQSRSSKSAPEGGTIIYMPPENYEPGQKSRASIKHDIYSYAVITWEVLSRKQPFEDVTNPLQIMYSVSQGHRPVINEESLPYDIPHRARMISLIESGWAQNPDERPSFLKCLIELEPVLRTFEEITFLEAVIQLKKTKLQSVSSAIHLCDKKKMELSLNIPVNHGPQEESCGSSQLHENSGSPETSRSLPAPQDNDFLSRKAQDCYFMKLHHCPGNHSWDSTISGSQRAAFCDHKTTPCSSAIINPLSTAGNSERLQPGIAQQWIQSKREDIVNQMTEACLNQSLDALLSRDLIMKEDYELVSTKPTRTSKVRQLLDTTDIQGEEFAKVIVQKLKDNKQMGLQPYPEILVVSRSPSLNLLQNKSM
# NR2F2 inh = NR2F2 transcriptional activity inhibitors, primary screen, cell-based, luciferase reporter, HEK293T, luminescence. HEK293T NGFI-A luciferase reporter. 0.7% of 370,000 active. COUP transcription factor 2 (Homo sapiens), P24468. AID 686940, 2013. inhibition, % at 8.6 µM;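 active means inhibition above a per-plate cutoff, mean inhibition of test wells between control levels plus 3 SD, cut at about 38% in these data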;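 further: cells cotransfected with COUP-TFII expression vector driving the NGFI-A reporter; 0% = median of COUP-TF2 test wells and 100% = reporter-only cells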
# Target sequence (P24468 whole entry, looked up): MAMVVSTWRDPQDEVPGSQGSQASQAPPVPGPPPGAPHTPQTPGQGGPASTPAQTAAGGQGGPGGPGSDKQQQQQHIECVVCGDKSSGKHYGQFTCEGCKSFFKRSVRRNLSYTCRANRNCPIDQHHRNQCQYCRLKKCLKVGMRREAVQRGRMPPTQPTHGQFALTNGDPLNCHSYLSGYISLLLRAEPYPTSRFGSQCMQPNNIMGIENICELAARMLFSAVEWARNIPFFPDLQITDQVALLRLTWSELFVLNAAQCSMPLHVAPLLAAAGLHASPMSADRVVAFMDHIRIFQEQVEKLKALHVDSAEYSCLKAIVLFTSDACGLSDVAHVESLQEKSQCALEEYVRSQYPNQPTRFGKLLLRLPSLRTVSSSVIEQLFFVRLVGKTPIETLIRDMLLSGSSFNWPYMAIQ
# EBV LMP1 NFkB = EBV LMP1-driven NF-kappaB luciferase reporter inhibitors, primary screen, cell-based, luminescence, single point. AID 504558, 2011. 0.69% of 350,000 active. LMP1-induced NF-kappaB luciferase reporter cells. inhibition, % at 12.5 µM; in the data active means inhibition above about 41%;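 further: 0% = neutral control wells and 100% = reference inhibitor control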
# Active calls of the source: *; . = not tested or not shown. A portion of the library; rates above refer to the full screens.
canonical_smiles,LRH-1 inv ag,EBV LMP1 NFkB,TROY signal inh,NR2F2 inh,NOD2-RIPK2 inh,TWEAK Fn14 block,C8 TRAIL sens,NCOA1 inh,SRC2 inh,SRC3 inh,TLR9-MyD88 inh
Cc1ccc(C2C3=C(CC(C)(C)CC3=O)Nc3onc(C)c32)cc1 (configuration not stated),-18,4,6,2,-1,-1,-6,-22,0,-45,-1
Cc1ccc(C)c(SCC(=O)NC(=O)NC2CCCC2)c1,-16,1,6,8,-8,-21,3,20,8,14,-8
CCC1CCCCN1C(=O)CCc1nnc(C2CCCCC2)o1 (configuration not stated),-10,5,-24,5,-19,-4,33,-15,-1,-2,-1
N#CCCN(C(=O)CN1CCN(S(=O)(=O)c2ccc3c(c2)OCCO3)CC1)c1ccc(F)cc1,-15,-4,5,13,-10,3,-2,0,9,4,-7
CCc1cccc(NC(=O)Cc2ccc([N+](=O)[O-])cc2)c1,16,5,9,8,-17,-4,3,2,3,7,-7
CCn1c(-c2csc(-c3ccc(Cl)cc3)n2)n[nH]c1=S,3,-15,-14,-12,-1,-8,-7,-26,11,7,1
Cc1oc(C(C)(C)C)cc1C(=O)Nc1ccc(N2CCOCC2)cc1,8,8,4,-11,-2,6,-24,-11,-7,10,-6
CCC(=O)NC(=S)NNC(=O)c1ccc(OC)cc1,15,3,-7,7,-17,6,19,5,17,1,-8
O=C(C1=C[C@H](c2ccc(C(F)(F)F)cc2)C[C@H](OCc2ccc(CO)cc2)O1)N1CCN(Cc2ccccc2)CC1,-10,-11,-3,23,4,-13,19,-2,21,-14,-5
Nc1nonc1-n1nnc(C(=O)N/N=C/c2ccccc2O)c1CN1CCCC1,15,14,-37,-12,-4,-36,10,15,-13,18,-8
COC(=O)c1ccc(C)c(NS(=O)(=O)c2ccc(NC(C)=O)cc2)c1,15,3,0,2,-1,3,-18,9,4,19,-3
O=C(Nc1nnc(C2CC2)s1)C1Cc2ccccc2CN1S(=O)(=O)c1ccccc1F (configuration not stated),-45,1,-2,-12,-5,-3,3,-31,-17,-52,4
O=C1COc2ccc(C(=O)NCc3ccc4c(c3)OCO4)cc2N1,18,-15,-6,-3,-5,14,-10,13,14,16,-8
COc1ccc(CCNC(=O)c2cc3c(=O)n4cccc(C)c4nc3s2)cc1OC,11,1,1,-2,-12,-14,-18,-16,-31,4,-1
CN(Cc1ccccc1)C(=O)c1cccc(N2C(=O)C3CC=CCC3C2=O)c1 (configuration not stated),-2,-2,-13,0,-5,27,6,3,-13,12,0

# (listing goes on)
canonical_smiles,LRH-1 inv ag,EBV LMP1 NFkB,TROY signal inh,NR2F2 inh,NOD2-RIPK2 inh,TWEAK Fn14 block,C8 TRAIL sens,NCOA1 inh,SRC2 inh,SRC3 inh,TLR9-MyD88 inh
COC(=O)c1ccc(NCCC(=O)O)cc1,4,0,-8,14,0,8,0,-10,-11,17,4
COC(=O)C1=CN(c2ccc(F)cc2)C(N)=C(C#N)C1c1cccc(OC)c1OC (configuration not stated),-6,.,.,-14,2,.,-3,.,10,.,.
CC1CCCN(C(=O)c2ccc3c(c2)C(=O)N(CCC2=CCCCC2)C3=O)C1 (configuration not stated),20,4,-1,21,3,0,-2,5,27,14,5
CC(=O)c1cccc([N+](=O)[O-])c1,4,1,-3,6,-2,-4,-6,-12,-19,-7,3
CC1(C)c2[nH]c3ccccc3c2C[C@@H]2C(=O)N(Cc3ccco3)C(=O)N21,2,9,14,9,-1,10,-10,6,21,-3,-2
COc1ccc(Oc2nc3c(c(=O)n(C)c(=O)n3C)n2Cc2ccccc2)cc1,-27,-6,4,-3,-2,-5,-7,-1,1,5,2
COc1ccc(NC(=O)C(c2ccncc2)n2c(=O)c(-c3ccco3)nc3ccccc32)cc1 (configuration not stated),-9,.,.,-23,-2,.,-4,.,-14,.,.
Cc1cc(=O)n2nc(N3CCCC(C(=O)NCCCN4CC(C)CC(C)C4)C3)sc2n1 (configuration not stated),-6,1,1,0,13,-8,-15,-11,-1,12,7
CC1(C(=O)O)CCCN(C(=O)/C=C/c2ccccc2)C1 (configuration not stated),-9,.,-7,-1,-4,3,-10,-11,-16,-2,.
Oc1ccc(/C=N/Nc2ncc(Br)cn2)c(O)c1,-85,-15,-43,-61,-3,5,51*,-88,-24,-65,-4
O=C(Nc1nccs1)C(=O)c1c[nH]c2ccccc12,-86,-88,-73,-50,2,2,24,-111,-35,-90,0
COc1cc(OC)cc(-n2nnnc2SCC(=O)NCCc2ccc(OC)c(OC)c2)c1,-3,-13,20,15,-1,2,-14,-3,-33,-5,-7
CC(C)=CCC/C(C)=C/C=N/NC(=O)c1ccc([N+](=O)[O-])cc1,-1,-6,15,0,0,0,18,7,2,0,6
COCC1CCN(C(=O)c2ccc3oc(Cc4ccccc4)nc3c2)C1 (configuration not stated),-8,10,-37,-14,-11,-7,-23,-20,-51,-35,14
c1ccc(Cn2nnnc2C(c2cccs2)N2CCCCCC2)cc1 (configuration not stated),16,-7,-12,-8,6,10,7,-5,10,-4,6

# More structures.
canonical_smiles,LRH-1 inv ag,EBV LMP1 NFkB,TROY signal inh,NR2F2 inh,NOD2-RIPK2 inh,TWEAK Fn14 block,C8 TRAIL sens,NCOA1 inh,SRC2 inh,SRC3 inh,TLR9-MyD88 inh
CCOc1ccc2[nH]c(O)c(NC(C)=O)c2c1,12,4,6,-1,4,36,-13,13,-20,0,-4
Cc1cccc(N2CCN(C(=O)CS(=O)(=O)Cc3nc(-c4ccccc4F)oc3C)CC2C)c1 (configuration not stated),8,8,23,3,-5,25,-8,12,1,-16,-2
Cn1c2ccccc2c2c(C(=O)NCC3CCCO3)cn(C3CCCC3)c(=O)c21 (configuration not stated),3,6,2,.,1,-8,6,-2,.,15,-1
OCCC1CN(Cc2cccn2-c2ncccn2)CCN1Cc1ccc(F)cc1 (configuration not stated),4,0,-1,-11,2,13,5,1,5,11,-10
CCOC(=O)c1oc2ccc(S(=O)(=O)n3nc(-c4ccccc4)cc3N)cc2c1C,2,-10,0,-2,-2,39,15,-8,-10,-1,1
O=C(O)CSCC(=O)c1ccccc1,6,-4,2,-6,-4,3,-14,-9,7,3,-16
COc1ccc(N2CCN(CC(=O)c3ccc(O)c(C)c3O)CC2)cc1,-12,2,4,6,-6,4,7,-6,3,5,5
COc1cc(OC)cc(C(=O)N2CCC3(CC2)NCCc2[nH]cnc23)c1,10,-1,4,14,-4,1,-8,-4,-29,-4,-21
CC(C)CCNC(=O)NC(=O)COc1ccccc1C#N,-24,-20,-19,-5,3,-30,-38,1,-4,3,5
Cc1noc(C)c1C(=O)N(CC(=O)NC1CCCC1)Cc1ccccc1F,11,-13,6,1,5,-14,-7,10,5,-6,10
N#CC(Cc1ccc(OC(F)F)cc1)c1nc2ccccc2[nH]1 (configuration not stated),-64,-23,-19,-7,-1,-11,12,-82,-32,-63,-5
COc1ccc(CN2C(=O)C(CC(=O)NC3CCCC3)CC(C(=O)N3CCOCC3)=C2C)cc1 (configuration not stated),7,.,1,-19,4,1,-5,3,15,20,.
CCOC(=O)C1=C(C)N(CCCC(=O)O)C(=O)NC1c1ccccc1 (configuration not stated),3,2,0,6,0,4,-11,-7,-36,-10,7
O=C1CN=C(Nc2cccc(C(F)(F)F)c2)N1C1CCCC1,16,-1,-12,3,-6,11,2,7,-15,3,5
COc1ccc(C)cc1NC(=O)CCN1CC(C)OC(C)C1 (configuration not stated),4,4,-3,-10,-10,3,-4,-3,20,16,2

# New compounds follow.
canonical_smiles,LRH-1 inv ag,EBV LMP1 NFkB,TROY signal inh,NR2F2 inh,NOD2-RIPK2 inh,TWEAK Fn14 block,C8 TRAIL sens,NCOA1 inh,SRC2 inh,SRC3 inh,TLR9-MyD88 inh
Cc1cc(C)n(-c2ccc(C(=O)OCC(=O)N3CCN(c4ccccc4)CC3)cc2)n1,13,4,19,4,-7,-12,-13,-12,-1,15,6
Cc1ccc(S(=O)(=O)N2CCCN(S(=O)(=O)c3ccccc3Br)CC2)cc1,8,-3,10,9,5,-21,18,-16,11,-6,-8
CCCOc1ccc(Cc2c(O)nc(SC)[nH]c2=O)cc1C,1,-1,-6,17,-13,3,5,-10,7,-1,-5
CCN(Cc1ccccc1)C(=O)CCNS(=O)(=O)c1ccc2c(c1)CC(C)N2C(C)=O (configuration not stated),0,5,-10,-20,-1,13,11,11,3,-5,1
CN(C(=O)COC(=O)c1cccc(S(=O)(=O)N(C)c2ccccc2)c1)C1CCCCC1,5,2,15,3,-4,20,6,2,-34,2,0
Cc1ccc(NC(=O)Cn2c(O)c(N=NC(=O)c3cc4ccccc4cc3O)c3ccccc32)cc1,4,-20,-34,-16,-4,-90,70*,0,-17,0,4
CC1Cc2ccccc2N1Cc1ccc([N+](=O)[O-])cc1 (configuration not stated),33,-4,-14,2,-5,-11,-8,0,-3,-5,1
Cc1cccc(C(=O)NNC(=O)CN2C(=O)c3ccccc3C2=O)c1,13,5,5,-8,10,-22,9,-4,6,11,-7
O=c1c([N+](=O)[O-])cccn1Cc1cccc(Cl)c1,2,-1,6,-6,3,-3,-8,-35,-22,25,-4
CCOC(=O)C1CCCN(S(=O)(=O)c2cc(Br)cc3c2N(C(=O)C2CC2)CC3)C1 (configuration not stated),-8,-3,-2,1,-2,-6,9,-2,22,-8,-2
COc1ccc(OC)c(NC(=O)N2CCCc3ccccc32)c1,9,-3,76*,-1,-13,44,-15,-10,-12,-17,-11
COc1ccc(OC)c(NC(=O)c2cccnc2Sc2ccccc2)c1,-5,-2,11,-5,13,9,1,9,-13,15,-2
CC(=O)Nc1ccc(C(=O)c2ccccc2)cc1,-33,5,-18,-18,-2,-19,-21,-12,-41,-2,-3
O=C(Nc1nnc(C2CC2)s1)c1cc2ccccc2o1,-127,-27,-19,-29,-6,4,18,-94,-68,-71,8
O=C1NC(=O)/C(=C\c2ccc(OCc3cccc([N+](=O)[O-])c3)cc2)N1,11,5,-25,6,-3,-24,3,2,26,13,1

# The list goes on:
canonical_smiles,LRH-1 inv ag,EBV LMP1 NFkB,TROY signal inh,NR2F2 inh,NOD2-RIPK2 inh,TWEAK Fn14 block,C8 TRAIL sens,NCOA1 inh,SRC2 inh,SRC3 inh,TLR9-MyD88 inh
Cc1cc(C2=NNC(=Nc3ccccc3)SC2)c(C)n1C,-18,-7,-25,-16,1,-13,-2,-78,-17,-79,2
Nc1nc(SCC(=O)Nc2ccc(OC(F)(F)F)cc2)[nH]c(=O)c1NC(=O)c1ccc(Br)o1,6,-2,19,12,8,1,-9,-19,8,3,-3
Cc1cc([N+](=O)[O-])ccc1Nc1nc2ccccc2n2cnnc12,-7,5,-9,-1,-2,-14,5,0,3,-4,5
O=C(/C=C/c1ccco1)N1CCN(S(=O)(=O)c2cccs2)CC1,-14,6,8,0,1,-3,-6,0,2,7,3

# Source: PubChem (several laboratories)
